Screens: PubChem BioAssay, several laboratories
TNAP activation fold – stimulation of alkaline phosphatase TNAP activity – biochemical, luminescent, no phosphate acceptor, uHTS, primary screen (AID 1001) | purified TNAP, luminescent activation assay, no phosphate acceptor; higher activation fold means a stronger effect | activation fold at 20 µM; hits with a dose series show EC50 in µM | 0.03% of 200,000 active; in the data active = activation fold from about 3, or a potency from the dose series; inactive = the rest, 99 in 100 with activation fold below about 1.6; also: many of its hits are not listed in these tables
KOR beta-arrestin-1 – kappa opioid receptor blockers – cell-based, luminescence, uHTS (AID 1778); KOR beta-arrestin recruitment, luminescence, antagonist mode; higher % means a stronger effect; inhibition, % at 10 µM, or IC50 in µM where a hit was titrated; 0.091% of 290,000 active; also: strong numbers were not always called active
GPR55 activation – selective activators of receptor GPR55 – imaging, U2OS cells, beta-arrestin-GFP redistribution, primary screen (AID 1961) | 0.048% of 290,000 active | U2OS GPR55 beta-arrestin-GFP redistribution imaging; higher % means a stronger effect | activation, % at 10 µM; hits with a dose series show EC50 in µM;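 active = activation above 40% with more than 50 cells counted in the well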;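 also: U2OS osteosarcoma cells stably expressing GPR55 and beta-arrestin-GFP; plate controls were DMSO negative control for no effect and LPI positive control for full effect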
CSM14.1 death rescue – rescue of cells from ER stress-induced death, primary screen, 384-well, CSM14.1, thapsigargin, ATP luminescence (AID 1222). CSM14.1 thapsigargin-induced death rescue, ATP luminescence; higher % means a stronger effect. one-dose cellular ATP content (survival), % at 20 µM; EC50 in µM for titrated hits. 190,000 tested, under 10 active;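 active = EC50 below 50 µM in the dose-response confirmation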;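 also: death triggered by thapsigargin at about 15 µM added after 2 h compound pretreatment; cell ATP read after overnight thapsigargin exposure of roughly 18 to 22 hours; normalized against plate controls of thapsigargin alone and 5% DMSO vehicle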
NOD1 NF-kB reporter – inhibition of NOD1-driven NF-kB reporter – cell-based, luminescence, uHTS, primary screen (AID 1578) | 1% of 290,000 active | inhibition, % at 4 µM, or EC50 in µM where a hit was titrated | NOD1-driven NF-kB luciferase reporter cells, luminescence; higher % means a stronger effect; in the data active = inhibition mostly above about 36%, no sharp cut-off; inactive = mostly below about 34%;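 also: HEK-293T reporter cells stimulated with the NOD1 agonist gamma-tri-DAP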
Yfh1-off respiration – mitochondrial function rescue without frataxin homolog – Friedreich's ataxia, plus single-dose screen, dose response (AID 1465); S. cerevisiae Yfh1-off respiration, WST-1 reduction, 72 h; higher fold induction means a stronger effect; fold induction at 50 µM; hits with a dose series show EC50 in µM; 0.074% of 220,000 active;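 active = fold induction of absorbance versus untreated yeast above a set limit, then at least 30% activation at any dose in follow-up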;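 also: activators that raise dye reduction in frataxin-depleted yeast; strong numbers were not always called active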
NTR1 agonist – agonists of NTR1, primary screen, imaging, U2OS cells, beta-arrestin-GFP, high content (AID 493036) | P30989 | NTR1-U2OS beta-arrestin-GFP spot imaging, agonist mode | activation, % at 20 µM | 0.17% of 330,000 active;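 active = activation at or above 40% of the spot to cytoplasm intensity ratio, with at least 20 cells analyzed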;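 also: 0% = DMSO without peptide and 100% = 100 nM NTR1 peptide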
Target sequence (P30989 whole entry, looked up): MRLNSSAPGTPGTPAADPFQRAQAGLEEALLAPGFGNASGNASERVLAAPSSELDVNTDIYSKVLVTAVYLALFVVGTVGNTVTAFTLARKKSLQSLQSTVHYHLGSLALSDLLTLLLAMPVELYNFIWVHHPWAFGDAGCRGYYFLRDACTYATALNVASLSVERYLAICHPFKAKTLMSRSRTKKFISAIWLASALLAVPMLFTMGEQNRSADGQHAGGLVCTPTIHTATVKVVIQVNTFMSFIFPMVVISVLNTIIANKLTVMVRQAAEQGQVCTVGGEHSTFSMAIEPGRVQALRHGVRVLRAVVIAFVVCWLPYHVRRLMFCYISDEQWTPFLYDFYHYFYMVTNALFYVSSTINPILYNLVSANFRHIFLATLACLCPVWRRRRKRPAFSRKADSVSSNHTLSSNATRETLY
KOR beta-arrestin-2 – KOR agonists, beta-arrestin recruitment, primary screen, cell-based, luminescence, uHTS (AID 1777); KOR beta-arrestin recruitment, luminescence; higher % means a stronger effect; activation, % at 10 µM; hits with a dose series show EC50 in µM; 0.02% of 280,000 active; in the data active = activation above about 50%, passing the limit was not always enough; also: a part of the inactive calls stands beside numbers as strong as those of hits
HEK293 NOD2/NF-kB – inhibition of NOD2-driven NF-kB reporter – cell-based, luminescence, uHTS, HEK293 (AID 1566) | one-dose inhibition, % at 4 µM; EC50 in µM for titrated hits | HEK293 NOD2/NF-kB luciferase reporter, luminescence; higher % means a stronger effect | 0.63% of 290,000 active; also: many of its hits are not listed in these tables
NTR1 agonist cell count 20 µM – recorded beside NTR1 agonist, whose call it bears; cell count; measured here: cell count, cytotoxicity flag
* marks the source's active call; other numbers are inactive results; [ ] = dose if it differs, or a comment. Rule as the data show it, unless noted: active = inhibition above about 50%; inactive = the rest. Only part of the results is shown (hit frequency here may not be typical).

Screening Cc1cc(Cl)ccc1OCC(=O)N(Cc1cccs1)C1CCS(=O)(=O)C1 (stereo not drawn) returned KOR beta-arrestin-1 -7%, GPR55 activation 0.3%, NOD1 NF-kB reporter -29%, NTR1 agonist 0.7, KOR beta-arrestin-2 -2.3%, HEK293 NOD2/NF-kB 2% and NTR1 agonist cell count 20 µM 41.
For Cc1cc(C)nc(SCC(=O)N/N=C/c2cc(C)n(-c3ccccc3C)c2C)n1 the results were TNAP activation fold 1.2, KOR beta-arrestin-1 14%, GPR55 activation 1.0%, CSM14.1 death rescue -1.2%, NOD1 NF-kB reporter -27%, Yfh1-off respiration inactive, NTR1 agonist 0.5, KOR beta-arrestin-2 1.8%, HEK293 NOD2/NF-kB 1% and NTR1 agonist cell count 20 µM 78.
`Cc1ccc(S(=O)(=O)NCc2c(-c3ccccc3)noc2C)cc1` gave KOR beta-arrestin-1 35%, GPR55 activation -0.1%, NOD1 NF-kB reporter -5%, Yfh1-off respiration inactive, NTR1 agonist 1.8, KOR beta-arrestin-2 5.5%, HEK293 NOD2/NF-kB 6% and NTR1 agonist cell count 20 µM 39.
O=C(NCc1ccc2c(c1)OCO2)c1ccc(CSCc2ccc(Cl)cc2)o1 was read as TNAP activation fold 1.1, KOR beta-arrestin-1 1%, GPR55 activation -0.3%, CSM14.1 death rescue 4.5%, NOD1 NF-kB reporter 28%, Yfh1-off respiration inactive, NTR1 agonist -0.6, KOR beta-arrestin-2 4.5%, HEK293 NOD2/NF-kB -12% and NTR1 agonist cell count 20 µM 67.
`COc1ccc(S(=O)(=O)Nc2cc(C(=O)NCCCOC(C)C)ccc2N2CCOCC2)cc1` gave TNAP activation fold 1.1, KOR beta-arrestin-1 -24%, GPR55 activation -0.3%, CSM14.1 death rescue -1.2%, NOD1 NF-kB reporter -31%, Yfh1-off respiration inactive, NTR1 agonist -0.9, KOR beta-arrestin-2 -3.0%, HEK293 NOD2/NF-kB 8% and NTR1 agonist cell count 20 µM 28.
Screening CCOC(=O)c1c(C)[nH]c(C(=O)OC)c1CCC(=O)OC returned TNAP activation fold 0.9, KOR beta-arrestin-1 -49%, GPR55 activation 0.0%, CSM14.1 death rescue 1.9%, NOD1 NF-kB reporter 9%, Yfh1-off respiration inactive, NTR1 agonist 0.9, KOR beta-arrestin-2 -0.4%, HEK293 NOD2/NF-kB -5% and NTR1 agonist cell count 20 µM 28.
`CC12COC3(C(=O)Nc4ccc(F)cc4)CC1CCC32C` (stereo not drawn) gave TNAP activation fold 1.2, KOR beta-arrestin-1 28%, GPR55 activation 0.0%, CSM14.1 death rescue 15%, NOD1 NF-kB reporter -15%, Yfh1-off respiration inactive, NTR1 agonist -2.1, KOR beta-arrestin-2 3.2%, HEK293 NOD2/NF-kB 13% and NTR1 agonist cell count 20 µM 51.
Screening O=C(Nc1ccc(Oc2ccc(Cl)cc2)c(Cl)c1)c1cc(I)cc(I)c1O returned KOR beta-arrestin-1 -69%[20 µM], GPR55 activation -0.1%, NOD1 NF-kB reporter -14%, NTR1 agonist 0.6, KOR beta-arrestin-2 12%, HEK293 NOD2/NF-kB -181% and NTR1 agonist cell count 20 µM 73.
`COc1ccc(N2CCN(C(=O)NCc3ccc(C)cc3)CC2)cc1` gave KOR beta-arrestin-1 6%, GPR55 activation 0.3%, NOD1 NF-kB reporter -29%, NTR1 agonist 0.4, KOR beta-arrestin-2 -5.2%, HEK293 NOD2/NF-kB -31% and NTR1 agonist cell count 20 µM 44.
For CC(C)CC1(C(=O)NCCN2CCOCC2)C=CCN1C(=O)c1ccccc1 (stereo not drawn) the results were TNAP activation fold 1.1, KOR beta-arrestin-1 16%, GPR55 activation 0.2%, CSM14.1 death rescue -4.6%, NOD1 NF-kB reporter -6%, Yfh1-off respiration inactive, NTR1 agonist -0.8, KOR beta-arrestin-2 0.8%, HEK293 NOD2/NF-kB 8% and NTR1 agonist cell count 20 µM 90.
For Cc1ccc(C(=O)N2CCn3c(C)ccc3C2C)cc1 (stereo not drawn) the results were TNAP activation fold 1.1, KOR beta-arrestin-1 -3%, GPR55 activation 0.6%, CSM14.1 death rescue -1.4%, NOD1 NF-kB reporter -12%, Yfh1-off respiration inactive, NTR1 agonist -1.4, KOR beta-arrestin-2 -5.5%, HEK293 NOD2/NF-kB -4% and NTR1 agonist cell count 20 µM 61.
Cc1ccccc1CC(=O)Nc1sc(C(C)C)cc1C(=O)N1CCOCC1 was read as KOR beta-arrestin-1 -4%, GPR55 activation -0.2%, NOD1 NF-kB reporter -12%, NTR1 agonist 0.2, KOR beta-arrestin-2 0.0%, HEK293 NOD2/NF-kB 12% and NTR1 agonist cell count 20 µM 59.
For Cc1ccc(NC(=O)CSc2nc3ccccc3c(=O)n2CCCC(=O)NCCCN2CCOCC2)cc1 the results were TNAP activation fold 1, KOR beta-arrestin-1 -23%, GPR55 activation 0.1%, CSM14.1 death rescue -2.1%, NOD1 NF-kB reporter 8%, Yfh1-off respiration inactive, NTR1 agonist 0.9, KOR beta-arrestin-2 6.1%, HEK293 NOD2/NF-kB 10% and NTR1 agonist cell count 20 µM 52.
For CCN(CC)S(=O)(=O)c1ccc(C2CNC(=O)C2)cc1 (stereo not drawn) the results were TNAP activation fold 1.1, KOR beta-arrestin-1 14%, GPR55 activation -0.2%, NOD1 NF-kB reporter -14%, Yfh1-off respiration inactive, NTR1 agonist 1.4, KOR beta-arrestin-2 -2.9%, HEK293 NOD2/NF-kB 7% and NTR1 agonist cell count 20 µM 52.
Screening O=C1N(c2cccc3ccccc23)C(c2ccccc2)N2CCCN12 (stereo not drawn) returned TNAP activation fold 1.1, GPR55 activation -0.4%, CSM14.1 death rescue -0.4%, NOD1 NF-kB reporter -18%, Yfh1-off respiration inactive, NTR1 agonist -1.7, KOR beta-arrestin-2 -1.6%, HEK293 NOD2/NF-kB 9% and NTR1 agonist cell count 20 µM 54.
For CC(/C=C/c1ccc2c(c1)OCO2)=N\NC(=O)C(O)c1ccccc1 (stereo not drawn) the results were KOR beta-arrestin-1 20%, GPR55 activation -0.1%, NOD1 NF-kB reporter 3%, Yfh1-off respiration inactive, NTR1 agonist -0.4, KOR beta-arrestin-2 0.6%, HEK293 NOD2/NF-kB 11% and NTR1 agonist cell count 20 µM 52.
`COc1cc(/C=C\C(=O)OCn2nnc3ccccc3c2=O)cc(OC)c1OC` gave TNAP activation fold 1, KOR beta-arrestin-1 15%, GPR55 activation 1.0%, CSM14.1 death rescue 0.3%, NOD1 NF-kB reporter -20%, Yfh1-off respiration inactive, NTR1 agonist 3.7, KOR beta-arrestin-2 -7.9%, HEK293 NOD2/NF-kB 17% and NTR1 agonist cell count 20 µM 48.
Screening COc1ccccc1CNC(=O)c1ccc(-c2ccccc2C(F)(F)F)o1 returned TNAP activation fold 1, KOR beta-arrestin-1 -12%, GPR55 activation -0.2%, CSM14.1 death rescue 1.8%, NOD1 NF-kB reporter 15%, Yfh1-off respiration inactive, NTR1 agonist 0.4, KOR beta-arrestin-2 -0.6%, HEK293 NOD2/NF-kB 12% and NTR1 agonist cell count 20 µM 104.
For C=CCNc1nc(C)c(C(C)=O)cc1C#N the results were TNAP activation fold 1.1, KOR beta-arrestin-1 8%, GPR55 activation -0.1%, CSM14.1 death rescue 4.8%, NOD1 NF-kB reporter -21%, Yfh1-off respiration inactive, NTR1 agonist -2.0, KOR beta-arrestin-2 -2.5%, HEK293 NOD2/NF-kB 3% and NTR1 agonist cell count 20 µM 43.
Screening COc1cc(C2c3c(-c4cc(C)cc(C)c4O)n[nH]c3C(=O)N2CCCO)cc(OC)c1OC (stereo not drawn) returned TNAP activation fold 1.3, KOR beta-arrestin-1 11%, GPR55 activation 0.1%, CSM14.1 death rescue -0.4%, NOD1 NF-kB reporter 2%, Yfh1-off respiration inactive, NTR1 agonist -0.4, KOR beta-arrestin-2 -0.5%, HEK293 NOD2/NF-kB -3% and NTR1 agonist cell count 20 µM 95.
For CC(C)CCNC(=O)CCCCn1c(=O)[nH]c2ccsc2c1=O the results were TNAP activation fold 1.2, KOR beta-arrestin-1 3%, GPR55 activation 0.1%, CSM14.1 death rescue -0.4%, NOD1 NF-kB reporter -29%, Yfh1-off respiration inactive, NTR1 agonist -1.0, KOR beta-arrestin-2 -2.6%, HEK293 NOD2/NF-kB 14% and NTR1 agonist cell count 20 µM 65.
COc1ccc(CC(=O)N2CCc3ccccc3C2)cc1 was read as KOR beta-arrestin-1 3%, GPR55 activation 0.0%, NOD1 NF-kB reporter 1%, NTR1 agonist -0.3, KOR beta-arrestin-2 1.2%, HEK293 NOD2/NF-kB -3% and NTR1 agonist cell count 20 µM 96.
Screening COc1ccc(C(C(=O)NC2CCCCC2)N(Cc2cccs2)C(=O)Cc2c[nH]c3ccccc23)cc1 (stereo not drawn) returned TNAP activation fold 1.2, KOR beta-arrestin-1 -12%, GPR55 activation -0.1%, CSM14.1 death rescue -0.1%, NOD1 NF-kB reporter 14%, Yfh1-off respiration inactive, NTR1 agonist 2.1, KOR beta-arrestin-2 5.3%, HEK293 NOD2/NF-kB -2% and NTR1 agonist cell count 20 µM 88.
For Cc1onc(-c2ccccc2)c1C(=O)Nc1ccccc1NC(=O)c1c(-c2ccccc2)noc1C the results were KOR beta-arrestin-1 -7%, GPR55 activation -0.2%, NOD1 NF-kB reporter -12%, NTR1 agonist 3.3, KOR beta-arrestin-2 5.1%, HEK293 NOD2/NF-kB 8% and NTR1 agonist cell count 20 µM 60.
Screening O=C(NC1CCCCC1)C(c1ccccn1)N(C(=O)c1csnn1)c1ccccc1 (stereo not drawn) returned KOR beta-arrestin-1 -10%, GPR55 activation 0.4%, NOD1 NF-kB reporter -22%, NTR1 agonist -1.2, KOR beta-arrestin-2 -4.3%, HEK293 NOD2/NF-kB 1% and NTR1 agonist cell count 20 µM 52.
`Cc1ccccc1CS(=O)(=O)CCC(=O)NCCCN1CCOCC1` gave TNAP activation fold 1.1, KOR beta-arrestin-1 -27%, GPR55 activation -0.1%, CSM14.1 death rescue -0.8%, NOD1 NF-kB reporter 20%, NTR1 agonist 0.8, KOR beta-arrestin-2 -3.2%, HEK293 NOD2/NF-kB 4% and NTR1 agonist cell count 20 µM 46.
Screening Cc1cc(Cl)ccc1NC(=S)Nc1cccnc1 returned TNAP activation fold 1.1, KOR beta-arrestin-1 10%, GPR55 activation 0.9%, CSM14.1 death rescue -1.2%, Yfh1-off respiration inactive, NTR1 agonist 0.8, KOR beta-arrestin-2 -1.8%, HEK293 NOD2/NF-kB 8% and NTR1 agonist cell count 20 µM 76.
`CCC(Oc1cccc(Cl)c1)C(=O)N1CCCN(C)CC1` (stereo not drawn) gave KOR beta-arrestin-1 10%, GPR55 activation 0.0%, NOD1 NF-kB reporter -13%, NTR1 agonist 1.1, KOR beta-arrestin-2 -0.8%, HEK293 NOD2/NF-kB -7% and NTR1 agonist cell count 20 µM 42.
